PhoP GFP inhibition = PhoP regulon inhibitors, Salmonella typhi PhoP promoter GFP reporter, confirmatory (AID 1850) | hit rate 0.33% among 310,000 | Salmonella Typhi PhoP-promoter GFP reporter, fluorescence, 4 h; higher % means a stronger effect | inhibition, % at 50 µM; hits with a dose series show IC50 in µM; in the data active means a potency from the dose series; inconclusive means inhibition mostly from about 25% at the one dose, without a potency; inactive means the rest, 99 in 100 with inhibition below about 19%;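 further: 0% = induced wells with vehicle and 100% = uninduced wells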
H37Rv inhibition = M. tuberculosis growth inhibition, HTS (AID 449762); inhibition, % at 25 µM; hits with a dose series show IC50 in µM; hit rate 0.59% among 330,000; M. tuberculosis H37Rv growth inhibition, 7H9 media; higher % means a stronger effect; in the data active means a potency from the dose series; inconclusive means inhibition above about 70% without an active follow-up result;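 further: bacterial growth assessed after seven days of incubation; strong numbers were not always called active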
M. tuberculosis = growth inhibition of non-replicating M. tuberculosis (AID 488890); inhibition, % at 25 µM, or IC50 in µM where a hit was titrated; hit rate 0.39% among 320,000; Mycobacterium tuberculosis non-replicating, growth inhibition; higher % means a stronger effect; in the data active means a potency from the dose series; inconclusive means inhibition mostly from about 82% at the one dose, without a potency; inactive means the rest, 99 in 100 with inhibition below about 76%;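 further: plate controls were DMSO cells for no effect and high antibiotic wells for full effect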
VEEV TC-83 Vero = inhibitors of VEEV TC-83 cytopathic effect, confirmation, Vero cells (AID 588727); Vero cells, VEEV TC-83 cytopathic effect inhibition; higher % means a stronger effect; one-dose inhibition, % at 20 µM; IC50 in µM for titrated hits; hit rate 0.13% among 350,000; in the data active means a potency from the dose series; inconclusive means inhibition mostly from about 14% at the one dose, without a potency; inactive means the rest, 99 in 100 with inhibition below about 12%; further: strong numbers were not always called active
H1N1 NS1A inhibition = NS1A inhibition, H1N1 influenza, cell based functional assay (AID 504329); NS1A functional cell-based assay, percent inhibition; higher % means a stronger effect; inhibition, % at 12.5 µM, or IC50 in µM where a hit was titrated; hit rate 0.3% among 340,000; in the data active means a potency from the dose series; inconclusive means inhibition above about 27% without an active follow-up result; further: strong numbers were not always called active
VEEV TC-83 Vero 10K pilot screen = further read-out of VEEV TC-83 Vero, marked with its call; inhibition, %; measured here: 10K pilot screen inhibition
An asterisk follows results filed as active. Outcome played no part in choosing rows. Share with any hit: about 1.6%.

Screening COc1ccc(N2CC(NC(=O)N3CCN(C(=O)c4ccco4)CC3)CC2=O)cc1OC (stereo unspecified) returned PhoP GFP inhibition -1%, H37Rv inhibition -8%, M. tuberculosis -4%, VEEV TC-83 Vero 1.9% and H1N1 NS1A inhibition -3%.
`CC1(c2nnc(-c3ccncc3)o2)CC(c2ccc([N+](=O)[O-])cc2)=NO1` (stereo unspecified) gave VEEV TC-83 Vero 1.1% and H1N1 NS1A inhibition 12%.
`O=C(Nc1ccccc1C(=O)NCc1ccccc1)c1ccco1` gave PhoP GFP inhibition 5%, H37Rv inhibition 3%, M. tuberculosis 7%, VEEV TC-83 Vero 1.1% and H1N1 NS1A inhibition 1%.
Cc1cc(C)nc(NS(=O)(=O)c2ccc(NC(=O)c3ccc(N4C(=O)CCC4=O)cc3)cc2)n1 was read as PhoP GFP inhibition -1%, H37Rv inhibition -10%, M. tuberculosis -12%, VEEV TC-83 Vero inactive and H1N1 NS1A inhibition -13%.
CC1=CC2CC1C1C(=O)N(c3ccc(S(=O)(=O)Nc4nc(C)cc(C)n4)cc3)C(=O)C21 (stereo unspecified) was read as PhoP GFP inhibition -5%, H37Rv inhibition 2%, M. tuberculosis -15%, VEEV TC-83 Vero 0.3% and H1N1 NS1A inhibition -2%.
Screening O=C(N1CCCCC1)C1(c2ccccc2)CCOCC1 returned PhoP GFP inhibition -9%, H37Rv inhibition -6%, M. tuberculosis -1%, VEEV TC-83 Vero 1.0% and H1N1 NS1A inhibition -3%.
Screening COc1cccc2cc(-c3ccnc(N)n3)oc12 returned PhoP GFP inhibition 3%, H37Rv inhibition 2%, M. tuberculosis -4%, VEEV TC-83 Vero 2.7% and H1N1 NS1A inhibition 0%.
Screening O=C(NCc1cccs1)c1cccc(Nc2nc3ccc(Br)cc3[nH]2)c1 returned PhoP GFP inhibition -4%, H37Rv inhibition -11%, M. tuberculosis 18%, VEEV TC-83 Vero 1.8% and H1N1 NS1A inhibition -6%.
For O=C(Cn1c(=O)[nH]c2ccsc2c1=O)N1CCN(c2ccc(F)cc2)CC1 the results were PhoP GFP inhibition 3%, H37Rv inhibition -8% and M. tuberculosis 10%.
COc1ccc(OC)c(C(=O)c2c(C)oc3cc(Br)c(O)c(CN(C)C)c23)c1 was read as PhoP GFP inhibition -4%, H37Rv inhibition -6%, M. tuberculosis 4% and VEEV TC-83 Vero inactive.
COc1ccc(N(CC(=O)Nc2cccc(C(=O)O)c2)S(=O)(=O)c2c(C)noc2C)cc1 was read as PhoP GFP inhibition 18%, H37Rv inhibition 3%, M. tuberculosis 32%, VEEV TC-83 Vero 1.3% and H1N1 NS1A inhibition -3%.
`COC(=O)CN(c1cccc(C(C)=O)c1)S(C)(=O)=O` gave PhoP GFP inhibition 17%, H37Rv inhibition 5%, M. tuberculosis -5%, VEEV TC-83 Vero 0.6% and H1N1 NS1A inhibition -15%.
O=C(Nc1cccc(-c2nc3cc(Cl)ccc3o2)c1)C1CCCO1 (stereo unspecified) was read as PhoP GFP inhibition -20%, H37Rv inhibition 15%, M. tuberculosis 2%, VEEV TC-83 Vero 0.2% and H1N1 NS1A inhibition -1%.
Screening Cc1sc2nc(CN3CCCC3)nc(N3CCC(C(N)=O)CC3)c2c1C returned PhoP GFP inhibition -4%, H37Rv inhibition -3%, M. tuberculosis 2%, VEEV TC-83 Vero 6.2% and H1N1 NS1A inhibition 5%.
`CN(C)c1ccc(C(C#N)c2ccccc2)nn1` (stereo unspecified) gave PhoP GFP inhibition -2%, H37Rv inhibition -5%, M. tuberculosis 8%, VEEV TC-83 Vero 0.1%, H1N1 NS1A inhibition -8% and VEEV TC-83 Vero 10K pilot screen 0.2.
For Cc1ccc(NC(=O)/C(C#N)=C/c2ccc(C)s2)c(C)c1 the results were PhoP GFP inhibition -9%, H37Rv inhibition 0%, M. tuberculosis 1%, VEEV TC-83 Vero 1.2% and H1N1 NS1A inhibition 4%.
For CC[n+]1ccc(C)c2cc(P(=O)(c3ccccc3)c3ccccc3)ccc21 the results were PhoP GFP inhibition -3%, H37Rv inhibition -3%, M. tuberculosis 37%, VEEV TC-83 Vero 0.7% and H1N1 NS1A inhibition -1%.
`Cc1cc(C)c(NC(=O)CSc2nc3ncc(Br)cc3[nH]2)c(Cl)c1` gave PhoP GFP inhibition 5%, H37Rv inhibition 2%, M. tuberculosis -16%, VEEV TC-83 Vero 3.3% and H1N1 NS1A inhibition 3%.
`COc1cc(OC)cc(C(=O)NNC(=O)CN2C(=O)NC(C)(c3ccc(C)cc3)C2=O)c1` (stereo unspecified) gave PhoP GFP inhibition -3%, H37Rv inhibition -5%, M. tuberculosis 19%, VEEV TC-83 Vero 8.5% and H1N1 NS1A inhibition -22%.
`Cc1cc(NC(=O)C(C)SCC(=O)N(C)CC(=O)Nc2ccccc2C(F)(F)F)no1` (stereo unspecified) gave VEEV TC-83 Vero 0.7% and H1N1 NS1A inhibition -5%.
`COCCNC(=O)C1=C(N)C(C(=O)Nc2ccc(C)c(S(=O)(=O)N3CCCCC3)c2)SC1=Nc1ccc(C)cc1C` (stereo unspecified) gave PhoP GFP inhibition -7%, H37Rv inhibition -6%, M. tuberculosis 16%, VEEV TC-83 Vero inactive and H1N1 NS1A inhibition 6%.
Screening CCOC(=O)c1c(C)n(CCNC(C)=O)c2ccc(OC)cc12 returned PhoP GFP inhibition -5%, H37Rv inhibition -2%, M. tuberculosis -4%, VEEV TC-83 Vero inactive and H1N1 NS1A inhibition 0%.
`COc1ccc(C(=O)N2CCN(C(=O)C3COc4ccccc4O3)CC2)cc1` (stereo unspecified) gave PhoP GFP inhibition -11%, H37Rv inhibition 6%, M. tuberculosis 0%, VEEV TC-83 Vero 1.4% and H1N1 NS1A inhibition -5%.
Screening CCN(C(=O)COC(=O)CCS(=O)(=O)c1ccccc1)c1c(N)n(Cc2ccccc2)c(=O)[nH]c1=O returned VEEV TC-83 Vero 0.7% and H1N1 NS1A inhibition -11%.
Screening CCC1CCC(C(=O)NNC(=O)c2cc(-c3ccco3)[nH]n2)CC1 (stereo unspecified) returned PhoP GFP inhibition -6%, H37Rv inhibition -4%, M. tuberculosis -8%, VEEV TC-83 Vero 0.4% and H1N1 NS1A inhibition -2%.
CCN(CC(=O)Nc1ccc(N2CCOCC2)cc1)C(=O)c1ccc(C#N)cc1 was read as PhoP GFP inhibition -23%, H37Rv inhibition -6%, M. tuberculosis 0%, VEEV TC-83 Vero inactive and H1N1 NS1A inhibition -7%.
Screening Cc1cnc(C(=O)Oc2cccc(Cl)c2Cl)cn1 returned PhoP GFP inhibition -17%, H37Rv inhibition 3%, M. tuberculosis 4%, VEEV TC-83 Vero 1.5% and H1N1 NS1A inhibition -17%.
Screening CC1(N2CCCCC2)CC2(O)C(=[N+]1[O-])CCC/C2=N\O (stereo unspecified) returned PhoP GFP inhibition -2%, H37Rv inhibition -7%, VEEV TC-83 Vero inactive and H1N1 NS1A inhibition 8%.
Cc1ccc(C(=O)NCCc2nnc3ccc(N4CCCC4)nn23)cc1 was read as PhoP GFP inhibition -3%, H37Rv inhibition 0%, M. tuberculosis -1%, VEEV TC-83 Vero 5.5% and H1N1 NS1A inhibition -4%.
Screening O=C(NNc1cc(Cl)ccc1Cl)c1cccs1 returned PhoP GFP inhibition -8%, H37Rv inhibition inconclusive, M. tuberculosis 57% and VEEV TC-83 Vero 0.6%.
`O=C(CSc1ccc(-c2cccnc2)nn1)Nc1ccc(F)cc1F` gave PhoP GFP inhibition 1%, H37Rv inhibition -7%, M. tuberculosis 28%, VEEV TC-83 Vero 0.5% and H1N1 NS1A inhibition -1%.
Screening C=CC[C@@H](Cc1ccc(F)cc1)C(=O)OC[C@H]1CCCN1C(=O)[C@H](CC=C)CC(=O)NCCO returned H37Rv inhibition 0%, M. tuberculosis 3%, VEEV TC-83 Vero inactive and H1N1 NS1A inhibition -6%.
For CC(C)N(CCCNC(=O)C1CCC(CNS(=O)(=O)c2ccccc2)CC1)Cc1ccccc1 (stereo unspecified) the results were PhoP GFP inhibition -6%, H37Rv inhibition -9%, M. tuberculosis 3%, VEEV TC-83 Vero inactive and H1N1 NS1A inhibition 2%.
Screening Cc1cc(NC(=O)C2CCCN(S(=O)(=O)c3c(C)noc3C)C2)no1 (stereo unspecified) returned PhoP GFP inhibition -12%, H37Rv inhibition -13%, VEEV TC-83 Vero 1.4% and H1N1 NS1A inhibition 1%.
`COc1ccc(Cn2c(O)c(C=NCCN3CCOCC3)c(=O)[nH]c2=O)cc1` gave PhoP GFP inhibition -5%, H37Rv inhibition 2%, M. tuberculosis 1%, VEEV TC-83 Vero 3.5% and H1N1 NS1A inhibition -3%.
Screening COc1ccc(OC)c2c1CCC2=O returned PhoP GFP inhibition -8%, H37Rv inhibition -6%, M. tuberculosis -1%, VEEV TC-83 Vero 1.4% and H1N1 NS1A inhibition -10%.
Screening Cc1ccccc1OCC(=O)N/N=C/c1cc2ccccc2nc1Cl returned PhoP GFP inhibition -9%, H37Rv inhibition -6%, M. tuberculosis -14%, VEEV TC-83 Vero 6.2% and H1N1 NS1A inhibition 5%.
`Cc1occc1C(=O)N/N=C/C(Br)=C\c1ccccc1` gave PhoP GFP inhibition -4%, H37Rv inhibition 8%, M. tuberculosis 80%, VEEV TC-83 Vero 7.1% and H1N1 NS1A inhibition 10%.
For O=C(Nc1ccccc1)Nc1ccno1 the results were PhoP GFP inhibition -5%, H37Rv inhibition -8%, M. tuberculosis 5%, VEEV TC-83 Vero inactive and H1N1 NS1A inhibition 4%.
Screening CCn1c(=O)cc(OCC(=O)Nc2ccccc2N2CCN(C)CC2)c2ccccc21 returned PhoP GFP inhibition 8%, H37Rv inhibition -7%, M. tuberculosis 16%, VEEV TC-83 Vero 11% and H1N1 NS1A inhibition 7%.

Random excerpt: 4 compounds from above.
`O=C(CSc1ccc(-c2cccnc2)nn1)Nc1ccc(F)cc1F` gave PhoP GFP inhibition 1%, H37Rv inhibition -7%, M. tuberculosis 28%, VEEV TC-83 Vero 0.5% and H1N1 NS1A inhibition -1%.
For CC(C)N(CCCNC(=O)C1CCC(CNS(=O)(=O)c2ccccc2)CC1)Cc1ccccc1 (stereo unspecified) the results were PhoP GFP inhibition -6%, H37Rv inhibition -9%, M. tuberculosis 3%, VEEV TC-83 Vero inactive and H1N1 NS1A inhibition 2%.
Screening Cc1cc(NC(=O)C2CCCN(S(=O)(=O)c3c(C)noc3C)C2)no1 (stereo unspecified) returned PhoP GFP inhibition -12%, H37Rv inhibition -13%, VEEV TC-83 Vero 1.4% and H1N1 NS1A inhibition 1%.
Screening Cc1ccccc1OCC(=O)N/N=C/c1cc2ccccc2nc1Cl returned PhoP GFP inhibition -9%, H37Rv inhibition -6%, M. tuberculosis -14%, VEEV TC-83 Vero 6.2% and H1N1 NS1A inhibition 5%.

New compounds follow
For O=c1c2ccccc2[nH]c(=S)n1CCN1CCN(Cc2ccccc2)CC1 the results were PhoP GFP inhibition 2%, H37Rv inhibition -10%, M. tuberculosis 5%, VEEV TC-83 Vero inactive and H1N1 NS1A inhibition 0%.
For CCC(C)c1ccc(NC(=S)N2CCCC2)cc1 (stereo unspecified) the results were PhoP GFP inhibition -2%, H37Rv inhibition -3%, M. tuberculosis 37%, VEEV TC-83 Vero inactive and H1N1 NS1A inhibition -1%.
For COc1cc(C(=O)NCC(c2ccco2)N2CCCC2)ccc1OCc1c(C)noc1C (stereo unspecified) the results were PhoP GFP inhibition -4%, H37Rv inhibition -15%, M. tuberculosis 11%, VEEV TC-83 Vero inactive and H1N1 NS1A inhibition -2%.
CN(C)S(=O)(=O)c1cccc(C(=O)OCC(=O)Nc2ccccc2OC(F)F)c1 was read as PhoP GFP inhibition -5%, H37Rv inhibition 8%, M. tuberculosis 10%, VEEV TC-83 Vero 2.1% and H1N1 NS1A inhibition 3%.
Screening CCCc1cc(=O)oc2c3c(cc(OCC(=O)NCC4CCC(C(=O)O)CC4)c12)OC(C)(C)CC3 (stereo unspecified) returned PhoP GFP inhibition 2%, H37Rv inhibition -2%, M. tuberculosis 14%, VEEV TC-83 Vero 3.5% and H1N1 NS1A inhibition 2%.
Screening O=C(O)c1ccc(/C=N/Nc2ccc(Cl)nn2)cc1 returned PhoP GFP inhibition -9%, H37Rv inhibition 1%, M. tuberculosis 47%, VEEV TC-83 Vero 4.3% and H1N1 NS1A inhibition 1%.

Source: PubChem BioAssay
